Xi reactivation: X-chromosome reactivation activator; AID 743238; XiGFP mouse fibroblasts, % GFP-positive cells imaging, 3 d; cells co-treated with 5-aza-dC sensitizer; scaled so ellipticine positive control = 100%; activation, % at 7.58 µM; 360,000 tested, 0.055% active;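 active means mean normalized replicate activation at least 10% and every replicate at or above 10%; inconclusive means only one of the two criteria met; inactive means mean below 10% and not all replicates reach 10%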;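 further: 0% = median of on-plate neutral control wells and 100% = ellipticine 6 µM median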
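System: 68-5-11 XiGFP fibroblast line; Timing: 3 days compound exposure; Compound dosing: one concentration, pinned; Benchmarks: positive control ellipticine, 6 µM final; Buffer or medium: DMEM containing 5-aza-dC.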
DENV2 CPE: protects cells from dengue virus 2 cytopathic effect; DENV2-infected cells, cytopathic effect rescue, plate reader; 350,000 tested, 1.7% active; CPE inhibition, % at 9.99 µM; AID 651640; in the data active means CPE inhibition above about 20%, passing the limit was not always enough; inconclusive means no clear call, values can overlap the other calls; tested in BHK-21 cells;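 further: 0% = median of neutral control wells and 100% = median of positive control wells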
CFTR F508del cor: correctors of CFTR F508del function in bronchial epithelial cells. CFBE cells, YFP halide quenching; stimulated with forskolin plus potentiator P3; % fluorescence drop versus neutral controls. activity (quench increase), % at 7.58 µM. 350,000 tested, 0.36% active;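 active means mean added fluorescence quench of at least 8% versus neutral control, with both replicates also reaching 8%; inconclusive means only one of the mean or replicate conditions met; inactive means mean below 8% and not both replicates reaching 8%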;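 further: cells transiently co-express mutant CFTR-F508del with the halide-sensitive YFP; corrector assay measuring rescue of mutant channel to the surface after 24 h compound exposure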
GSIS activator: primary screen for activators of insulin secretion dependent on glucose, INS-1E cells, GLuc reporter luminescence; INS-1E GLuc reporter insulin secretion, 2-3 h; activation, % at 16.6 µM; 370,000 tested, 0.61% active;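 active means lowest replicate activation of at least 40%, so every replicate reaches that level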;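 further: 0% = median of neutral control wells and 100% = median of IBMX positive control wells; some compounds called inactive have numbers as strong as hits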
PAX8 reporter: inhibitors of PAX8 transcriptional activity in RMG-I cells | RMG-I TPO-luciferase reporter, SteadyGlo, 24 h | inhibition, % at 12.6 µM | 360,000 tested, 1.2% active | AID 652154;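 active means mean replicate inhibition at least 60% with every replicate also reaching 60%; inconclusive means only one of the two criteria is met; inactive means mean below 60% and not all replicates reaching 60%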;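 further: luciferase light reporting Pax8 driven TPO promoter activity; plate controls were median of neutral control wells for no effect and mitoxantrone controls for full effect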
EWS-Fli inh: blocks EWS/Fli oncoprotein-driven transcription. AID 651661. A673 NR0B1-luciferase reporter, viability-normalised. inhibition, % at 12.6 µM. 350,000 tested, 0.67% active;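 active means mean inhibition of at least 50% after viability correction, with every replicate also passing that limit; inconclusive means mean reaches 50% but only one of two replicates passes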;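 further: firefly luciferase signal divided by Alamar Blue viability fluorescence both relative to DMSO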
ARNT TACC3 PPI: ARNT/TACC3 interaction disruption; AID 623870; Q9Y6A5; 390,000 tested, 0.66% active; inhibition, % at 9.99 µM; AlphaScreen His-ARNT PAS-B/GST-TACC3 binding, luminescence; TACC3 fragment carries E629A point mutation;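 active means mean inhibition of replicates at least 50% and at least half of replicates each reaching 50%; inconclusive means half or more replicates reach 50% but mean below 50%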;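 further: 0% = complete ARNT plus TACC3 wells and 100% = ARNT alone without TACC3; many hits fall short of the cut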
ERp5 block: blocks human ERp5 reductase activity on insulin | Q15084 | ERp5 insulin aggregation, absorbance 650 nm, 90 min | inhibition, % at 9.99 µM | 350,000 tested, 0.05% active | AID 651711;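 active means mean replicate inhibition above about 25%, with every replicate also reaching it, limit read from the data, passing the limit was not always enough; inconclusive means only one of those two criteria met; inactive means neither criterion met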
Target sequence (Q15084 whole entry, looked up): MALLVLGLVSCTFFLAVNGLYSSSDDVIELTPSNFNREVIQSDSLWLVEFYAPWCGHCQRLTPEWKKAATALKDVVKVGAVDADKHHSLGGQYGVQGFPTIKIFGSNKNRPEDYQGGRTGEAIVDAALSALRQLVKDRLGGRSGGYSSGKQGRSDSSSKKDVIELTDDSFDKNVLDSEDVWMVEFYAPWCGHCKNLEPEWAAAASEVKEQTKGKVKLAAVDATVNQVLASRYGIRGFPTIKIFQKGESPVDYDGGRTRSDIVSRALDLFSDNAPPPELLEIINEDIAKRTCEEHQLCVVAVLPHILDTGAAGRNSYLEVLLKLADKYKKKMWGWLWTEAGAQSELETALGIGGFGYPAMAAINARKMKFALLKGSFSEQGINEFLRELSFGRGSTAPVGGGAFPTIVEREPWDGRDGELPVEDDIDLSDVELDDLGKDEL
* hit, by the source's call; u = inconclusive; x = no result given; & = joins results of further samples. This is a subset; count on the stated rates, not on these rows.

SMILES	Xi reactivation	DENV2 CPE	CFTR F508del cor	GSIS activator	PAX8 reporter	EWS-Fli inh	ARNT TACC3 PPI	ERp5 block
O=C(NC[C@H]1CC[C@@H]2NC[C@@H]2O1)C1CCCC1	x	u	-2.6	x	14	7	x	3
CCCCn1c(O)c(C(=O)/C=C/c2c[nH]c3ccccc23)c(=O)[nH]c1=O	0.0	-3	-2.1	x	4	13	2	x
O=c1[nH]c(O)c(C=NCCc2ccccc2)c(=O)[nH]1	0.0	11	1.2	x	22	7	-1	-1
CN(C)C1C(=O)C(C(N)=O)=C(O)C2(O)C(=O)C3=C(O)c4c(O)cccc4C(C)(O)C3C(O)C12 (centres undefined)	0.2	-4	-4.4	-5	11	2	35	6
O=C(Cc1ccccc1)OCC(=O)c1ccc(F)cc1	0.1	9	-0.3	3	3	-8	-11	4
COP(=O)(/C=C(\Cl)c1ccccc1)/C=C(\Cl)c1ccccc1	0.2	-3	-2.1	-25	-14	16	1	-1
CN1C(=O)C2C[C@@]3(Br)c4ccccc4N(OOSc4ccccc4)[C@H]3N2C(=O)[C@@H]1Cc1ccccc1 (some centres undefined)	0.0	x	0.1	-32	25	3	-7	x
Clc1ccccc1CN1CCN(c2ccccc2Cl)CC1	x	x	-2.9	-18	x	3	-9	-1
COc1cc2c(cc1OC)C13CCN4CC5=CCOC6CC(=O)N2C1C6C5CC43 (centres undefined) (tested in a mixture with another compound)	x	-17	7.2	8	x	-3	-8	1
COC(=O)C1=C(c2cccc(C#N)c2)C[C@@H]2CC[C@H]1N2C(=O)NC1CCCCC1	-0.7	-2	1.0	-17	4	6	25	-5
COC(=O)C1=C(c2ccc(F)cc2OCc2ccccc2)C[C@@H]2CC[C@H]1N2C(=O)NC1CC1	0.0	-3	-2.6	x	-25	-12	25	-1
CCOP(=O)(OCC)C(NC(=O)c1cccc([N+](=O)[O-])c1)C(Cl)(Cl)Cl (centres undefined)	0.2	-4	0.7	11	14	18	x	3
O=C1NC(=S)NC(=O)C1C1CCCCC1	-0.3	5	0.4	27	-13	2	6	u
Cc1nc(-c2cccc(CN(C)C(=O)Oc3ccc([N+](=O)[O-])cc3)c2)no1	0.2	-1	2.1	-10	10	3	x	0
CC(C)C1C(C#N)=C(N)Oc2c1c(=O)oc1ccccc21 (centres undefined)	0.0	u	1.3	-19	15	0	x	-4
Oc1ccc(CCN2CCCCC2)cc1	0.1	-9	2.6	x	9	-5	-18	3
CNC(=O)Oc1ccc(C(=O)N2c3ccccc3NC(=O)C2C)cc1 (centres undefined)	0.0	u	-0.2	7	-3	10	-1	-1
O=C(OC1CC2CCC(N2)C1C(=O)O)c1ccccc1 (centres undefined)	x	-9	1.1	1	x	-1	-1	-3
O=C(NN=Cc1ccc(N(CCCl)CCCl)cc1Cl)c1cccnc1	-0.1	2	-0.1	-30	-19	24	-17	0
COc1cc([C@H]2OC[C@H]3[C@@H]2CO[C@@H]3c2cc(OC)c(O[C@@H]3O[C@H](CO)[C@@H](O)[C@H](O)[C@H]3O)c(OC)c2)cc(OC)c1O[C@H]1O[C@@H](CO)[C@H](O)[C@@H](O)[C@@H]1O	-0.1	-6	-0.1	3	-12	-6	-9	4
Cc1cccc(S(=O)(=O)N2[C@@H]3Cn4c(ccc(-c5ccncc5)c4=O)[C@H]2[C@@H](C(=O)O)[C@@H]3CO)c1	0.3	u	1.5	5	1	-4	-13	-10
O=c1[nH]c(=S)[nH]c(O)c1N=Nc1ccc(S(=O)(=O)N2CCOCC2)cc1	x	5	-2.5	20	0	28	-1	3
CC(=O)N1CCN(CC(=O)Nc2ccc(C#N)c(Cl)c2)CC1	0.1	5	-0.9	7	-17	7	-7	1
Brc1cccc(CNCCc2ccc3c(c2)OCO3)c1	-0.1	-3	-2.8	-5	1	26	-4	0
N#CC(C#N)=NNc1ccc(-n2ccc(C(F)(F)F)n2)cc1	0.1	-10	0.5	-5	94*	23	11	0

Continued.
SMILES	Xi reactivation	DENV2 CPE	CFTR F508del cor	GSIS activator	PAX8 reporter	EWS-Fli inh	ARNT TACC3 PPI	ERp5 block
COc1ccc(CN2CCN(Cc3ccccc3F)CC2)cc1	0.3	3	3.4	43*	-6	5	-6	6
c1cc2c(cc1NC1=NCCO1)CCCC2	-0.1	3	4.0	x	-1	-2	-2	7
Cc1cccc(CSc2nc3c(cc2C#N)CN(C)CC3)c1	x	5	0.4	6	x	-12	-8	-7
CN1c2ccc(Br)cc2[C@H]2NCC[C@H]2[C@H]1CO	0.2	16	4.9&-0.4	9	7&19	-15&7	6&13	1&1
CC(C)(C)c1ccc(OC(=O)N2CCCCC2)cc1	-0.1	1	-1.6	3	-202	-81	0	-5
CC(=O)OC1(c2ccccc2)CC(C(C)(C)C)CN(C(C)(C)C)C1 (centres undefined)	0.2	x	x	12	-7	x	1	x
C[C@@H]1CC2C3CC=C4C[C@@H](O)CC[C@]4(C)C3CC[C@]2(C)[C@H]1O (some centres undefined)	0.1	4	0.7	x	5	-4	-1	3
CCCOc1ccc(N2C(=O)CC(N3CC=C(c4ccccc4)CC3)C2=O)cc1 (centres undefined)	0.0	2	0.7	27	6	5	-6	-8
Cc1ccc(-c2nn(Cc3ccccc3)cc2C=O)cc1C	0.0	-4	x	-25	16	-10	x	-1
CCOC(=O)C(NC(=O)CCl)(Nc1ccc(C(O)(C(=O)OCC)C(F)(F)F)cc1)C(F)(F)F (centres undefined)	0.0	-9	0.1	-6	-9	18	-3	-7
COC(=O)C1=C(c2cccc(OCc3ccccc3)c2)C[C@@H]2CC[C@H]1N2C(=O)NCCc1ccc(F)cc1	-0.1	-14	3.6	-14	23	12	x	-1
CN1C2CCC1CC(OC(=O)c1ccc([N+](=O)[O-])cc1)C2 (centres undefined)	0.1	66*	1.1	8	30	2	-2	-3
NS(=O)(=O)c1ccc(-c2ccc(C=C3C(=O)NC(=S)NC3=O)o2)cc1	0.1	u	3.9	-11	-16	-6	x	0
COc1ccccc1CN1[C@H](CO)[C@H](c2ccccc2)C12CN(C(=O)Cc1ccccc1)C2	0.1	-11	-0.4	-4	35	-2	x	8
C[C@@H](N)Cc1cnc[nH]1	-0.1	u	11*	6	8	-11	-1	4
CSc1nc(N)c(N=Nc2ccc([As](=O)(O)O)cc2)c(=O)[nH]1	0.4	-2	-0.4	-8	-15	-6	-3	2
C=CC12CN(C)[C@@H]3C4CO[C@H](C[C@H]41)[C@]1(C(=O)Nc4ccccc41)[C@@H]32 (some centres undefined)	x	-4	-2.6	-12	x	-1	-3	-7
CCOC(=O)C1(c2ccccc2)CCN(CCC(=O)Nc2ccc(OC)cc2)CC1	-0.2	5	2.8	-37	-1	3	x	-4
CCOC(=O)C1(CCOc2ccccc2)CCN(Cc2ccc(C)s2)CC1	0.0	-1	0.0	-4	24	1	-1	-3
NS(=O)(=O)c1ccc(-c2ccc(C=C3C(=O)NC(=O)NC3=O)o2)cc1	0.1	11	1.3	-13	-4	-9	24	0
CC(C)Cc1nnc(NC(=O)CCC(=O)N2CCN(CCOC(c3ccccc3)c3ccccc3)CC2)s1	-0.1	x	x	-28	13	x	1	x
Cn1cccc1/C=C1\C(=O)NC(=O)N(Cc2ccccc2)C1=O	-0.1	5	-1.1	-14	22	16	3	-7
COc1cccc(N2CCN(Cc3ccc(Cl)cc3)CC2)c1	x	-5	2.2	-39	x	7	1	4
CCC(C)n1c(O)c(/C=N/Nc2ccccc2)c(=O)[nH]c1=S (centres undefined)	0.6	7	x	-2	15	10	-7	2
C[N+](C)(C)c1ccccc1	0.0	0	3.1	2	-14	-3	-5	-4

(more compounds)
SMILES	Xi reactivation	DENV2 CPE	CFTR F508del cor	GSIS activator	PAX8 reporter	EWS-Fli inh	ARNT TACC3 PPI	ERp5 block
C/C=C/c1ccc(C2[C@@H]3CN(Cc4ccccn4)C[C@H]2N3)cc1 (some centres undefined)	0.1	18	0.8	10	-5	-9	x	x
C/C(=N\N1CCCCCC1)c1c(O)n(-c2ccccc2C)c(=O)[nH]c1=O	0.3	-1	-1.8	-6	-2	12	0	-1
CC1(CCO)CC(C)(CCc2ccccc2)OO1 (centres undefined)	x	6	-0.3	x	41	67*	-14	1
N[C@@H](Cc1ccccc1)C(=O)N1C[C@H]2C[C@@H](C1)c1cccc(=O)n1C2	x	u	0.1	0	x	-7	-11	0
O=C(NCCCn1ccnc1)C(Cl)(Cl)Cl	0.3	4	-0.4	-7	12	-6	3	1
Cc1nc2ccccc2c(=O)n1/N=C/c1cc(Br)cc(Br)c1O	-0.2	-8	3.1	9	12	3	41	0
COc1cccc(CN2CCCC(C(=O)c3ccccc3SC)C2)c1O (centres undefined)	-0.1	2	2.3	0	16	-5	7	2
Cc1ccc(C(C)C)c(OCC#CCN2CCCC2)c1	0.0	3	3.7	-12	7	1	4	2
C[C@]12CC[C@H](O)CC1=C([N+](=O)[O-])CC1C2CC[C@@]2(C)C1CC[C@@H]2O (some centres undefined)	0.0	-3	-0.1	5	-15	-6	-3	2
Cc1cccc(N2C(=O)NC(=O)/C(=C/c3ccc(N4CCOCC4)cc3)C2=O)c1	0.1	14	0.8	-4	10	-10	x	3
CCOc1ccc(CN2CCN(C(=O)Cc3ccccc3)CC2)cc1	0.1	12	-1.5	5	-20	5	-8	-5
c1ccc2c(CN3CCCCCC3)c[nH]c2c1	0.0	3	-5.9	-9	24	11	-11	6
CN(C)CC(C(=O)Cc1ccccc1)c1ccccc1 (centres undefined)	-0.1	-1	-1.6	9	104*	25	-12	3
COc1ccc(-c2nn(CCC#N)cc2C(=O)NCc2ccccc2)cc1	0.2	0	-1.5	-4	18	-2	-14	3
O=[N+]([O-])c1ccc(Cl)c(Cl)c1Cl	x	-14	1.1	0	x	11	x	-3
C/C(=N\Nc1ccccc1)c1c(O)n(-c2ccccc2)c(=O)[nH]c1=O	0.0	u	-1.2	x	5	17	-2	5
Fc1ccc(CNCCc2c[nH]c3ccccc23)cc1	0.0	-3	1.9	-5	-7	6	0	1
COc1ccc(-c2cc(=O)oc3c(C)c(OC(C)C(=O)N4C[C@H]5C[C@@H](C4)c4cccc(=O)n4C5)ccc23)cc1 (some centres undefined)	x	0	5.0	-18	x	12	0	-3
COC(=O)C1=C(c2ccc(OC)c(OC)c2)C[C@@H]2CC[C@H]1N2C(=O)N1CCC(C)CC1	0.0	-9	-0.1	-6	-5	3	1	-5
CCN(CC)C(=O)c1ccc(NC(=O)COc2ccc(-c3nn(C)c(=O)c4ccccc34)cc2)cc1	-0.1	u	-0.4	-3	-2	19	5	-2
O=C1C=CC(=O)C=C1	0.3	-3	3.7	x	-5	-11	-2	-3
COC(=O)C1=C(c2ccc(S(C)(=O)=O)cc2)C[C@@H]2CC[C@H]1N2C(=O)NCC1CC1	-0.1	-6	0.3	-1	-7	-2	x	-2
O=c1[nH]c2ccccc2n1C1CCN(C(CCc2ccccc2)c2nnnn2C2CCCC2)CC1 (centres undefined)	0.1	u	0.3	1	-8	28	x	-7

Pulled by structure from the entries so far, 3 records:
SMILES	Xi reactivation	DENV2 CPE	CFTR F508del cor	GSIS activator	PAX8 reporter	EWS-Fli inh	ARNT TACC3 PPI	ERp5 block
Cc1ccc(C(C)C)c(OCC#CCN2CCCC2)c1	0.0	3	3.7	-12	7	1	4	2
CC1(CCO)CC(C)(CCc2ccccc2)OO1 (centres undefined)	x	6	-0.3	x	41	67*	-14	1
CN(C)CC(C(=O)Cc1ccccc1)c1ccccc1 (centres undefined)	-0.1	-1	-1.6	9	104*	25	-12	3
